MPTP inh: mitochondrial permeability transition pore inhibitors, primary screen, biochemical, isolated mouse mitochondria, absorbance | Ca2+ swelling absorbance, 30 min | inhibition, % at 10 µM | hit rate 1.4% among 360,000 | AID 602449, 2012;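 active = inhibition of 50% or more, scaled per plate between neutral and stimulator controls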;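 note: 0% = DMSO wells given calcium and 100% = 1 mM EGTA wells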
tim10-1 inh: growth inhibitors of tim10-1 mutant yeast, primary screen, luminescence, uHTS | inhibition, % at 20 µM | AID 463190, 2010 | hit rate 2.2% among 330,000 | S. cerevisiae tim10-1 ts strain growth, BacTiter-Glo, 24 h;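 active = inhibition of at least 40%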;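 note: mutant grown at 25 °C; 0% = DMSO wells with yeast and 100% = wells holding no yeast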
APJ antag: antagonists of human apelin receptor APJ, primary screen, CHO-K1 cells, beta-arrestin complementation, luminescence | P35414 | inhibition, % at 20 µM | hit rate 0.32% among 330,000 | AID 2521, 2010;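 active = inhibition above about 40% at 20 µM, limit read from the data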;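 note: cells challenged with 10 nM apelin-13 agonist together with compound; plate controls were apelin-13 plus DMSO wells for no effect and DMSO wells lacking apelin-13 for full effect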
Target sequence (P35414 whole entry, looked up): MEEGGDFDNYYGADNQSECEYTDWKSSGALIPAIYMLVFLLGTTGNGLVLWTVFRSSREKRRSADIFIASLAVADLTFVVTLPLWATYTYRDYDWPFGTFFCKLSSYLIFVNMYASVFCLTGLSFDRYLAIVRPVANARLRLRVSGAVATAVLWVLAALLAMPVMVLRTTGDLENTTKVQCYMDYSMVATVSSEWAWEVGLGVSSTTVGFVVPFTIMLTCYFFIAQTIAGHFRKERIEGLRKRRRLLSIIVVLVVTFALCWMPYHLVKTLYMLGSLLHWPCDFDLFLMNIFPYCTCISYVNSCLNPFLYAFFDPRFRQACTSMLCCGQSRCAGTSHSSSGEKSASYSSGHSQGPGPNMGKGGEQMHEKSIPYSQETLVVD
tim23-1 inh: growth inhibitors of tim23-1 mutant yeast, primary screen, luminescence, uHTS | S. cerevisiae tim23-1 growth, BacTiter-Glo luminescence, 24 h | inhibition, % at 20 µM | hit rate 1.3% among 330,000 | AID 463212, 2010;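 active = growth inhibition of the mutant yeast at or above 50%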;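 note: temperature-sensitive mutant grown at 25 °C; plate controls were DMSO-treated mutant yeast for no effect and medium wells lacking yeast for full effect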
NLRP3 yeast inh: NALP3 inflammasome inhibitors in reconstituted yeast, primary screen, luminescence, uHTS; Yeast reconstituted NLRP3/ASC/caspase-1, beta-gal luminescence, 24 h; inhibition, % at 10 µM; hit rate 0.39% among 330,000; AID 2825, 2010;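 active = inhibition of 50% or more; inactive = inhibition below 50%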;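 note: plate controls were induced DMSO wells for no effect and uninduced yeast grown without galactose for full effect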
NR3A LBD binder: binders of NR3A ligand-binding domain, primary screen, biophysical, differential scanning fluorimetry, uHTS; NR3A LBD differential scanning fluorimetry, Tm shift; 0% = protein alone, 100% = glycine-bound protein; Glutamate receptor ionotropic, NMDA 3A (GRIN3A) ligand-binding domain; Tm shift relative to glycine control, % at 25 µM; hit rate 2.5% among 340,000; AID 1259313, 2017;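 active = melting temperature shift of at least 10% of the positive control shift, at one fixed dose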
TIM10 inh: growth inhibitors of isogenic TIM10 control yeast, primary screen, counter-screen for tim10-1 yeast inhibitor project, luminescence, uHTS; S. cerevisiae TIM10 strain growth, BacTiter-Glo luminescence, 24 h; inhibition, % at 10 µM; hit rate 1.4% among 330,000;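 active = inhibition of 40% or more at the single tested concentration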;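 note: wild-type TIM10 isogenic control strain grown at permissive 25 °C; 0% = DMSO yeast wells and 100% = minimal medium wells without yeast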
APJ ag: agonists of human apelin receptor APJ, primary screen, CHO-K1 cells, PathHunter beta-arrestin, luminescence. 0% DMSO wells, 100% apelin. activation, % at 20 µM. hit rate 0.11% among 330,000. AID 2520, 2010;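 active = activation more than six SD over the plate average, tested at 20 µM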;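 note: 0% = DMSO alone and 100% = apelin-13 at 10 nM; some results filed as inactive read as strong as hits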
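Assay system: engineered CHO-K1 APJ arrestin reporter cells; Amount: 1000 CHO-K1 reporter cells seeded per well; Dosing: one dose, 20 µM compound, 1% DMSO; Times: compound stimulation 90 min at 25 °C, detection 60 min; Measured by: luminescent beta-gal fragment complementation, chemiluminescent substrate; Read-out: APJ–arrestin association signal; Controls: DMSO vs Apelin-13 10 nM.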
beta cell repl: inducers of MIN6 beta-cell proliferation, primary screen, ATP luminescence, uHTS | proliferation, % at 10 µM | MIN6 cells proliferation, ATPlite luminescence, 48 h; cells starved in 0.2% serum; 100% = growth in 10% serum | hit rate 0.29% among 330,000;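 active = compounds whose signal lies at least 3.5 SD above the mean of all wells on their plate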;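 note: 0% = DMSO-treated cells in low-serum medium and 100% = 10% serum control; some compounds called inactive have numbers as strong as hits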
Active calls of the source: *.

COc1ccc(OC)c2sc(NC(=O)c3ccc(Cl)s3)nc12 was read as MPTP inh 2.0, tim10-1 inh 9.1, APJ antag 10.5, tim23-1 inh 17.9, NLRP3 yeast inh 11.0, NR3A LBD binder -5.3, TIM10 inh 14.1, APJ ag -3.9 and beta cell repl 0.8.
Screening COc1ccccc1NC(=S)N(CCCN1CCOCC1)Cc1cccs1 returned MPTP inh 0.4, tim10-1 inh 9.9, APJ antag 10.1, tim23-1 inh 10.7, NLRP3 yeast inh 2.5, NR3A LBD binder 0.0, TIM10 inh 11.7, APJ ag -1.0 and beta cell repl -3.6.
Cc1cccc(-n2c(N)cc(=O)[nH]c2=S)c1C was read as MPTP inh 1.6, tim10-1 inh -2.5, APJ antag -3.7, tim23-1 inh -5.9, NLRP3 yeast inh 2.3, NR3A LBD binder -1.9, TIM10 inh -5.0, APJ ag -0.1 and beta cell repl -1.9.
For CCN(CC)CCCNC(=O)c1ccccc1NC(=O)C1=CSCCO1 the results were MPTP inh -0.8, tim10-1 inh 5.4, APJ antag -5.7, tim23-1 inh -0.6, NLRP3 yeast inh -0.9, NR3A LBD binder -1.5, TIM10 inh -1.4, APJ ag 2.1 and beta cell repl -5.2.
Cc1cccc(N=Nc2cnc(N)s2)c1 was read as MPTP inh 1.4, tim10-1 inh 27.9, APJ antag 15.2, tim23-1 inh 52.0*, NLRP3 yeast inh 24.7, NR3A LBD binder -0.1, TIM10 inh 21.6, APJ ag -3.5 and beta cell repl -5.4.
Screening Cc1ccc(NC(=O)CCC(=O)N/N=C/c2cccs2)cc1 returned MPTP inh 0.0, tim10-1 inh 1.3, APJ antag -12.9, tim23-1 inh -1.9, NLRP3 yeast inh 5.3, NR3A LBD binder 1.5, TIM10 inh -18.4, APJ ag -3.0 and beta cell repl -0.8.
Cc1cccc(CN2C(=O)c3ccccc3Sc3ccc(C(=O)NCCN4CCOCC4)cc32)c1 was read as MPTP inh -2.2, tim10-1 inh 7.9, APJ antag 7.6, tim23-1 inh 11.9, NLRP3 yeast inh -3.3, NR3A LBD binder -0.8, TIM10 inh 28.7, APJ ag -2.7 and beta cell repl -1.0.
Screening O=C(CCCn1c(=S)[nH]c2ccccc2c1=O)NC1CCCCC1 returned MPTP inh 1.2, tim10-1 inh 14.0, APJ antag -17.8, tim23-1 inh 12.9, NLRP3 yeast inh 24.0, NR3A LBD binder -0.4, TIM10 inh 6.1, APJ ag -3.8 and beta cell repl -0.9.
`COC(=O)c1cccc(N2C(=O)C3C4C=CC(CC4)C3C2=O)c1` (centres undefined) gave MPTP inh 0.3, tim10-1 inh 10.2, APJ antag -1.0, tim23-1 inh 4.5, NLRP3 yeast inh 10.3, NR3A LBD binder -0.2, TIM10 inh -2.6, APJ ag -1.1 and beta cell repl -3.1.
For O=S(=O)(NCc1ccc2c(c1)OCO2)c1ccc(F)cc1 the results were MPTP inh -1.6, tim10-1 inh 15.5, APJ antag -19.0, tim23-1 inh 23.6, NLRP3 yeast inh 16.7, NR3A LBD binder 1.9, TIM10 inh -2.7, APJ ag -0.9 and beta cell repl -0.9.
Screening COc1ccc(C(C)(C)NC(=O)C2CCC(=O)N(C3CC3)C2)cc1OC (centres undefined) returned MPTP inh 0.3, tim10-1 inh 18.1, APJ antag 7.2, tim23-1 inh 12.3, NLRP3 yeast inh 19.5, NR3A LBD binder -0.6, TIM10 inh 1.5, APJ ag 10.2 and beta cell repl -2.2.
`COc1ccc(OC)c(NC(=O)c2cccc3c2C(=O)N(C2CCCCC2)C3)c1` gave MPTP inh 0.3, tim10-1 inh 53.8*, APJ antag 9.0, tim23-1 inh 28.7, NLRP3 yeast inh 21.2, NR3A LBD binder 3.4, TIM10 inh 25.1, APJ ag -4.5 and beta cell repl -3.2.
COC(=O)CC1C(=O)NCCN1C(=O)NC1CCCCC1 (centres undefined) was read as MPTP inh -1.0, tim10-1 inh 8.5, APJ antag 4.1, tim23-1 inh 16.3, NLRP3 yeast inh 8.4, NR3A LBD binder 2.9, TIM10 inh 5.1, APJ ag 2.5 and beta cell repl -2.1.
For Cc1ccc(OCCN2CCCC2)cc1 the results were MPTP inh -0.5, tim10-1 inh -3.1, APJ antag 15.2, tim23-1 inh 9.5, NLRP3 yeast inh 24.4, NR3A LBD binder 1.8, TIM10 inh 5.0, APJ ag -0.3 and beta cell repl 1.4.
For NC1=NC(=O)CC(C(=O)NCCc2ccccc2)S1 (centres undefined) the results were MPTP inh -2.6, tim10-1 inh 5.8, APJ antag -6.1, tim23-1 inh -2.8, NLRP3 yeast inh -10.2, NR3A LBD binder 10.2*, TIM10 inh 5.9, APJ ag 2.3 and beta cell repl -0.8.
CC(=O)Nc1ccc(NC(=O)C(C)OC(=O)CCSc2ccccc2Cl)cc1 (centres undefined) was read as MPTP inh 0.8, tim10-1 inh 12.5, APJ antag -4.1, tim23-1 inh 4.4, NLRP3 yeast inh 16.6, NR3A LBD binder 0.3, TIM10 inh 96.9*, APJ ag -0.3 and beta cell repl -5.7.
For O=C1C2C3C=CC(CC3)C2C(=O)N1c1ccccc1F (centres undefined) the results were MPTP inh 0.0, tim10-1 inh 2.6, APJ antag -5.5, tim23-1 inh 10.3, NLRP3 yeast inh 9.6, NR3A LBD binder -1.0, TIM10 inh -13.2, APJ ag -0.4 and beta cell repl 0.3.
COc1cccc(C(=O)Nc2c3c(nn2-c2ccccc2C)CS(=O)C3)c1OC (centres undefined) was read as MPTP inh -2.1, tim10-1 inh 9.0, APJ antag 5.5, tim23-1 inh -15.0, NLRP3 yeast inh -0.5, NR3A LBD binder 2.8, TIM10 inh 23.8, APJ ag 0.0 and beta cell repl -0.6.
`CC(C)(C)OC(=O)N1Cc2ccccc2C[C@H]1C(=O)O` gave MPTP inh -1.0, tim10-1 inh -13.9, APJ antag -8.2, tim23-1 inh 5.5, NLRP3 yeast inh 15.4, NR3A LBD binder -1.3, TIM10 inh -10.1, APJ ag -1.1 and beta cell repl 0.6.
CC(=O)c1cccc(NC(=O)CN2C(=O)NC(C)(C)C2=O)c1 was read as MPTP inh -2.8, tim10-1 inh 7.0, APJ antag -4.5, tim23-1 inh 11.2, NLRP3 yeast inh 5.3, NR3A LBD binder 0.3, TIM10 inh 3.6, APJ ag -5.3 and beta cell repl -1.6.
Screening CCOC(=O)c1c(NC(=O)CSc2nnc(C)s2)sc2c1CCCCC2 returned MPTP inh 2.4, tim10-1 inh 9.0, APJ antag 22.2, tim23-1 inh -2.7, NLRP3 yeast inh 19.6, NR3A LBD binder 0.4, TIM10 inh -0.5, APJ ag -0.6 and beta cell repl -3.7.
Screening Cc1cc(NCCCN)nc(-c2ccccc2O)n1 returned MPTP inh 2.8, tim10-1 inh 23.2, APJ antag -1.9, tim23-1 inh 0.4, NLRP3 yeast inh 35.3, NR3A LBD binder -0.6, TIM10 inh 3.3, APJ ag 0.4 and beta cell repl -2.5.
NS(=O)(=O)c1cccc(NC(=O)c2ccc(S(=O)(=O)N3CCCCCC3)cc2)c1 was read as MPTP inh -1.2, tim10-1 inh -12.1, APJ antag 4.7, tim23-1 inh -0.1, NLRP3 yeast inh 5.0, NR3A LBD binder -2.4, TIM10 inh -2.9, APJ ag -0.9 and beta cell repl -1.2.
Screening Cc1nc(NC(=O)c2ccc(Br)o2)ccc1Br returned MPTP inh -0.4, tim10-1 inh 5.2, APJ antag 24.3, tim23-1 inh 16.3, NLRP3 yeast inh 2.2, NR3A LBD binder 2.3, TIM10 inh 6.6, APJ ag -7.1 and beta cell repl 11.3*.
`O=C(NCCCN1CCOCC1)c1cccc(S(=O)(=O)N2CCN(c3ccccc3)CC2)c1` gave MPTP inh 0.3, tim10-1 inh 3.2, APJ antag -5.9, tim23-1 inh 5.2, NLRP3 yeast inh 11.8, NR3A LBD binder -1.2, TIM10 inh -9.6, APJ ag 4.8 and beta cell repl -2.2.
CCC(C)c1ccc(NC(=S)Nc2ccc(OC)cc2)cc1 (centres undefined) was read as MPTP inh 24.6, tim10-1 inh 30.6, APJ antag -6.1, tim23-1 inh 44.5, NLRP3 yeast inh 10.1, NR3A LBD binder -0.4, TIM10 inh 32.1, APJ ag -1.2 and beta cell repl -5.6.
Screening COc1ccc(CCN(C)C(=O)c2ccc3c(=O)n4c(nc3c2)CCCCC4)cc1OC returned MPTP inh 0.4, tim10-1 inh 11.7, APJ antag 3.1, tim23-1 inh 9.8, NLRP3 yeast inh 2.7, NR3A LBD binder 4.9, TIM10 inh 5.2, APJ ag -3.5 and beta cell repl -3.0.
Screening Cc1cc(C)c(C(=O)CC2(O)C(=O)Nc3ccccc32)cc1C (centres undefined) returned MPTP inh -1.9, tim10-1 inh -7.1, APJ antag -11.2, tim23-1 inh 2.0, NLRP3 yeast inh -11.3, NR3A LBD binder 0.1, TIM10 inh -23.2, APJ ag -2.8 and beta cell repl -2.2.
CC1CCC(NS(=O)(=O)c2ccc(N3CCCC3=O)cc2)CC1 (centres undefined) was read as MPTP inh 1.7, tim10-1 inh 17.4, APJ antag -0.7, tim23-1 inh 18.3, NLRP3 yeast inh 18.8, NR3A LBD binder 4.8, TIM10 inh 3.7, APJ ag 0.0 and beta cell repl 1.0.
`O=C(CSc1ccc(Cl)cc1)Nc1ccccc1N1CCN(C(=O)c2ccccc2)CC1` gave MPTP inh 0.2, tim10-1 inh -0.3, APJ antag -19.4, tim23-1 inh 2.8, NLRP3 yeast inh 2.6, NR3A LBD binder 0.1, TIM10 inh 11.9, APJ ag -2.6 and beta cell repl -6.0.
For O=C(NCCOc1ccccc1-c1ccccc1)c1ccco1 the results were MPTP inh -0.8, tim10-1 inh 25.7, APJ antag 16.5, tim23-1 inh 4.0, NLRP3 yeast inh 25.2, NR3A LBD binder -1.0, TIM10 inh 21.3, APJ ag -3.1 and beta cell repl 0.2.
For C=CCNC(=S)NNC(=O)CC12CC3CC(CC(C3)C1)C2 the results were MPTP inh 1.6, tim10-1 inh 12.3, APJ antag 0.0, tim23-1 inh 6.8, NLRP3 yeast inh -6.3, NR3A LBD binder -0.6, TIM10 inh 16.0, APJ ag 1.1 and beta cell repl 0.0.
For Cc1cc(CN(C)C(=O)CC2C(=O)NCCN2Cc2ccc(F)c(F)c2)on1 (centres undefined) the results were MPTP inh -1.9, tim10-1 inh 1.4, APJ antag -24.4, tim23-1 inh 7.2, NLRP3 yeast inh 6.0, NR3A LBD binder -1.1, TIM10 inh 7.8, APJ ag -3.3 and beta cell repl -3.3.

Quoted from the entries so far for reference:
For C=CCNC(=S)NNC(=O)CC12CC3CC(CC(C3)C1)C2 the results were MPTP inh 1.6, tim10-1 inh 12.3, APJ antag 0.0, tim23-1 inh 6.8, NLRP3 yeast inh -6.3, NR3A LBD binder -0.6, TIM10 inh 16.0, APJ ag 1.1 and beta cell repl 0.0.
For Cc1cc(CN(C)C(=O)CC2C(=O)NCCN2Cc2ccc(F)c(F)c2)on1 (centres undefined) the results were MPTP inh -1.9, tim10-1 inh 1.4, APJ antag -24.4, tim23-1 inh 7.2, NLRP3 yeast inh 6.0, NR3A LBD binder -1.1, TIM10 inh 7.8, APJ ag -3.3 and beta cell repl -3.3.

Source: PubChem BioAssay (Sanford-Burnham Center for Chemical Genomics)

Outcome played no part in choosing rows, and some 7.2% of all compounds hit somewhere here.
